Screening results deposited in PubChem BioAssay by several laboratories.
bCat nuc transl: alters nuclear translocation of beta-catenin in HeLa cells; immunofluorescence imaging; nuclear translocation activity, % at 5 µM; 0.3% of 190,000 active;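 active means nuclear translocation activity above 50% at 5 µM, with a well cell count of 50 or more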;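 further: per-cell ratio of nuclear to cytoplasmic median beta-catenin stain intensity; plate controls were DMSO negative control for no effect and GSK-3 inhibitor IX positive control for full effect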
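Test system: HeLa cells, endogenous beta-catenin; Compound: single 5 µM dose plus 0.02–20 µM confirmation series; Times: compound exposure 24 h at 37°C; Signal: fluorescence imaging of beta-catenin antibody stain plus DAPI; Read-out: % activation, nuclear-to-cytoplasmic median beta-catenin signal ratio per cell.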
West Nile antiviral: inhibition of WNV-induced cytopathic effect – cell-based, CPE readout (AID 1621); CPE inhibition, % at 10 µM, or IC50 in µM where a hit was titrated; 0.02% of 290,000 active; West Nile virus-infected cells, CPE inhibition; higher % means a stronger effect; in the data active means a potency from the dose series; further: strong numbers were not always called active
WT yeast gro inh: growth inhibition of WT yeast, mitochondrial fusion screen; 2.1% of 190,000 active; mitochondrial fusion phenotypic screen, WT strain; inhibition, % at 10 µM; in the data active means inhibition above about 58%; tested in S. cerevisiae
Autophagy mod: modulators of autophagy. MEF GFP-LC3 puncta imaging; test concentration mostly 10 µM. calls only at 10 µM (by protocol). 0.98% of 190,000 active;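 active means percentage of spot-positive cells more than 3 SD above its plate mean, without a fluorescence outlier flag or 80% toxicity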;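 further: spot-positive cell cutoff set from DMSO-treated cells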
T cell modulator: modulates CD8 T cell binding to vesicles. calls only at 7 µM. 0.068% of 330,000 active. 2C CD8+ T cell-vesicle binding, flow cytometry; stronger effect = lower value;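 active means response, share of CD8 T cells binding vesicles, and their 90th percentile fluorescence all below set limits, cut at about 80% in these data, passing the limit was not always enough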
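Incubation: binding step 1.5 h, 37 °C, antibody labelling 20 min, ice; system: murine 2C transgenic CD8+ T lymphocytes; technique: cytometric PE anti-B7-1 and Alexa647 anti-CD8 signals after 1% paraformaldehyde fixation; also added: QL9-charged Drosophila Ld/ICAM-1/B7-1 vesicles; control set: naked versus QL9-loaded vesicles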
MT stabilize HCS: microtubule stabilizers in HeLa cells; HeLa tubulin immunostaining HCS, 24 h; share of cells brighter than vehicle mean+2SD; % tubulin-high responders, % at 10 µM; 0.83% of 200,000 active;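 active means plate Z-score above 3 for both tubulin-high and condensed-nucleus cell shares, with cell loss under 80%, at 10 µM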;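 further: anti alpha tubulin signal scored within the nucleus-defined area of each cell; some results filed as inactive read as strong as hits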
Ins promoter up: MIN6 insulin promoter up-regulation; MIN6 insulin promoter-GFP reporter, high-content imaging; stronger effect = higher value; z-score at 5 µM; AID 1625; 0.3% of 190,000 active;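 active means z-score above 3 at 5 µM with at least 500 cells counted in the well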
Myeloid diff MLP: myeloid differentiation induction; ER-HoxA9 myeloid progenitors, lysozyme-GFP differentiation, flow cytometry; calls only at 10 µM; 1% of 360,000 active; AID 624256;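 active means normalized GFP-positive differentiation at or above the plate's own cutoff, the solvent-only control mean plus 3 SD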;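 further: cells exposed to compound for four days before flow analysis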
Hep lipid drop: hepatic lipid droplet formation modulation; AML12 mouse hepatocytes, oleate lipid droplets, BODIPY imaging; inhibition, % at 6.5 µM; 0.4% of 240,000 active;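 active means lipid droplet intensity inhibited by at least 50%, with more than 500 cells counted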
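Test system: AML12 hepatocytes (mouse); reagent: oleate loading, 100 µM; dosing: one dose, 6.5 µM compound; incubation: overnight exposure; signal: fluorescence imaging, 20x objective, two fields per well; read-out basis: % inhibition of corrected integrated BODIPY droplet signal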
WT yeast gro inh mutant strain: recorded beside WT yeast gro inh, whose call it bears; inhibition, %; mitochondrial fusion phenotypic screen, mutant strain inhibition
Ins promoter up cell count: also measured in Ins promoter up; calls as there; cell count; measured here: cytotoxicity, nuclei count;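 total cells summed across four imaged fields per well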
Hep lipid drop cells 6.5 µM: also measured in Hep lipid drop; calls as there; cell count; measured here: cell count, cytotoxicity flag;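 cells counted across two imaged fields per well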
bCat nuc transl cell count 5 µM: further read-out of bCat nuc transl, marked with its call; cell count; measured here: cell count, cytotoxicity flag
T cell modulator vesicle-bound %: second read-out of T cell modulator, no call of its own (marks repeat the call); double positive events, %; measured here: CD8+ vesicle-bound cell fraction;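 binding gate set so that unloaded-vesicle control wells show 10% double positive cells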
MT stabilize HCS Hoechst-high %: further read-out of MT stabilize HCS, marked with its call; % Hoechst-high responders; measured here: nuclear condensation Hoechst responders;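 share of cells brighter than vehicle mean plus two SD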
MT stabilize HCS cytotoxicity %: recorded beside MT stabilize HCS, whose call it bears; toxicity, %; measured here: cytotoxicity by cell density;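 0% = mean cell density of plate MIN control wells and 100% = no cells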
Autophagy mod cell loss 18 h: recorded beside Autophagy mod, whose call it bears; toxicity, %; measured here: cell loss, nuclei count;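 cell loss after 18 h compound exposure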
Myeloid diff MLP GFP+ MAC1+ %: recorded beside Myeloid diff MLP, whose call it bears; GFP+ MAC1+ double positive, %; measured here: differentiation confirmed by MAC1 staining
* = called active by the depositor; i = inactive; / = not tested or not shown; + = active, no number. Hits appear at their usual frequency, and some 3.9% of all compounds hit somewhere here.

SMILES	bCat nuc transl	bCat nuc transl cell count 5 µM	West Nile antiviral	WT yeast gro inh	WT yeast gro inh mutant strain	Autophagy mod	Autophagy mod cell loss 18 h	T cell modulator	T cell modulator vesicle-bound %	MT stabilize HCS	MT stabilize HCS Hoechst-high %	MT stabilize HCS cytotoxicity %	Ins promoter up	Ins promoter up cell count	Myeloid diff MLP	Myeloid diff MLP GFP+ MAC1+ %	Hep lipid drop	Hep lipid drop cells 6.5 µM
CCCCN(C)C1CCN(C(=S)Nc2cccc(OC)c2)CC1	-1.3	1126	-0.1%	4	8	i	-38	i	51	1.9	1.9	3.4	0.23	1389	i	0.4	3	629
C/C(CCc1ccccc1)=N\NC(=O)c1ccccc1[N+](=O)[O-]	-1.2	1004	-0.4%	-9	-7	i	-1	i	36	2.7	2.9	5.5	-0.41	1293	i	0.4	18	712
O=C(CSc1n[nH]c(=O)[nH]c1=O)N/N=C/c1ccccc1	-0.7	528	0.4%	12	-2	i	-1	i	52	2.1	2.0	1.1	-0.53	1420	i	0.1	16	688
O=C(CCCN1C(=O)c2ccccc2C1=O)Nc1nccs1	-3.5	1073	0.0%	-4	4	i	-3	i	52	2.3	1.1	5.4	-0.27	889	i	1.1	-6	750
COC(=O)c1cc(-c2ccc3c(c2)OCO3)nc2ccccc12	-0.4	857	-0.1%	8	1	i	2	i	41	2.8	2.4	3.3	0.42	1096	i	0.7	/	/
O=C(CCn1c(=O)c2cccn2c2ccccc21)Nc1ccc(F)cc1	/	/	1.6%	/	/	/	/	i	26	/	/	/	/	/	i	2.3	-2	709
CS(=O)(=O)c1nc(S(=O)(=O)c2ccc(Cl)cc2)c(NCCCN2CCOCC2)s1	/	/	-0.1%	/	/	/	/	i	27	/	/	/	/	/	i	0.7	14	740
COCCn1c(SCc2ccc(F)cc2)nc2ccccc2c1=O	/	/	-0.4%	/	/	/	/	i	62	/	/	/	/	/	i	0.8	-6	738
CC(C)Cn1c(N)c(C(=O)COC(=O)c2ccc3c(c2)OCCO3)c(=O)n(C)c1=O	/	/	-1.1%	2	15	i	7	i	20	1.6	2.2	16	-5	898	i	1.1	-10	673
Cc1ccccc1NS(=O)(=O)c1cccc2nonc12	/	/	-0.3%	/	/	/	/	i	20	/	/	/	/	/	i	0.6	-19	648
Cc1cc(NC(=O)C(=O)c2cn(C)c3ccccc23)no1	-1.4	1110	-0.2%	-10	-19	i	4	i	48	5.9	1.8	5.7	/	/	i	0.6	9	731
CCCC(C(=O)O)N1C(=O)/C(=C/c2cccn2C)SC1=S (stereo unspecified)	0.6	1013	0.2%	12	8	i	2	i	32	3.5	2.6	5.8	1.3	1437	i	0.7	27	639
CC(N=C1NS(=O)(=O)c2ccccc21)c1ccccc1 (stereo unspecified)	-1.3	1039	0.0%	8	7	i	11	i	42	8.3	5.9	6.0	-0.13	1152	i	0.7	/	/
COc1ccc(CNS(=O)(=O)c2ccc(S(=O)(=O)NC3CC3)cc2)cc1	/	/	-0.2%	/	/	/	/	i	22	/	/	/	/	/	i	0.4	40	822
O=C(NCCCn1ccnc1)/C(=C\c1ccco1)NC(=O)c1ccco1	1.8	1024	0.2%	0	-1	i	-19	i	28	1.3	1.5	7.2	-0.11	1258	i	0.3	-5	687
Cc1cc(C)cc(OCC(=O)N2CCCCCC2)c1	/	/	-0.2%	-6	8	i	-3	i	48	2.0	1.7	9.6	0.09	1249	i	1.9	-49	701
O=C(NNC1CC(=O)N(c2ccc(Br)cc2)C1=O)c1ccccn1 (stereo unspecified)	-0.2	1093	-0.1%	-11	15	i	-12	i	51	1.3	2.1	5.8	0.25	1088	i	0.4	0	745
Cc1onc(-c2ccccc2Cl)c1C(=O)N1CCCCC1	/	/	-0.9%	/	/	/	/	i	10	/	/	/	/	/	i	0.4	-8	783
O=C(CN1CCN(C2CCCCC2)CC1)Nc1ccccc1N1CCCCC1	-4.7	867	-1.0%	7	0	i	-4	+	6.3*	4.1	2.6	8.6	-1.1	824	i	3.9	/	/
O=C(NCCc1nnc2ccc(NCc3ccccc3Cl)nn12)c1ccccc1	-2.1	1077	-0.7%	-4	3	i	3	i	32	4.6	2.6	3.6	1.6	1148	i	0.4	-1	752

Entries above containing fluorine (2):
SMILES	bCat nuc transl	bCat nuc transl cell count 5 µM	West Nile antiviral	WT yeast gro inh	WT yeast gro inh mutant strain	Autophagy mod	Autophagy mod cell loss 18 h	T cell modulator	T cell modulator vesicle-bound %	MT stabilize HCS	MT stabilize HCS Hoechst-high %	MT stabilize HCS cytotoxicity %	Ins promoter up	Ins promoter up cell count	Myeloid diff MLP	Myeloid diff MLP GFP+ MAC1+ %	Hep lipid drop	Hep lipid drop cells 6.5 µM
O=C(CCn1c(=O)c2cccn2c2ccccc21)Nc1ccc(F)cc1	/	/	1.6%	/	/	/	/	i	26	/	/	/	/	/	i	2.3	-2	709
COCCn1c(SCc2ccc(F)cc2)nc2ccccc2c1=O	/	/	-0.4%	/	/	/	/	i	62	/	/	/	/	/	i	0.8	-6	738

Continuation:
SMILES	bCat nuc transl	bCat nuc transl cell count 5 µM	West Nile antiviral	WT yeast gro inh	WT yeast gro inh mutant strain	Autophagy mod	Autophagy mod cell loss 18 h	T cell modulator	T cell modulator vesicle-bound %	MT stabilize HCS	MT stabilize HCS Hoechst-high %	MT stabilize HCS cytotoxicity %	Ins promoter up	Ins promoter up cell count	Myeloid diff MLP	Myeloid diff MLP GFP+ MAC1+ %	Hep lipid drop	Hep lipid drop cells 6.5 µM
CCc1cccc(OCC(=O)Nc2ccc(S(=O)(=O)N3CCCC3)cc2)c1	/	/	0.6%	/	/	/	/	i	23	/	/	/	/	/	i	2.3	1	712
CC(C)Oc1cccc(C(=O)NC(=S)Nc2cccc(C(F)(F)F)c2)c1	3.0	1425	-0.1%	28	49	i	-19	i	56	2.8	2.7	5.8	-0.4	1500	i	0.4	/	/
O=C(NCCOC12CC3CC(CC(C3)C1)C2)c1cccc(Br)c1	0.7	1415	0.9%	42	38	i	17	i	36	2.6	1.8	2.5	0.03	1595	i	5.1	/	/
Cc1sc2nc(CSc3ccccc3)nc(N3CCN(C)CC3)c2c1C	-1.2	971	-1.3%	17	1	i	-6	i	52	2.0	3.3	11	-0.65	1141	i	0.2	0	662
O=c1c(-c2ccc(Br)cc2)coc2c(CN3CCOCC3)c(O)ccc12	-1.0	997	-0.4%	-4	3	i	-3	i	51	10	22	96	-0.04	980	i	0.4	8	724
O=C(c1ccc([N+](=O)[O-])cc1)N(Cc1ccc(Br)cc1)N1C(=O)CCCC1=O	/	/	-0.5%	22	25	+	27*	/	/	2.2	1.5	9.0	0.98	815	i	0.8	-1	674
COc1ccccc1CNC(=O)COC(=O)c1cnccn1	0.4	911	0.3%	-12	-2	i	8	i	33	1.8	1.0	6.8	0.36	1330	i	0.7	/	/
O=c1c(Sc2ccccc2)c(C(F)(F)F)[nH]n1-c1ccccc1	/	/	-0.3%	7	10	i	2	i	32	2.9	3.5	7.9	/	/	i	1.0	9	781
Cc1cc(Cl)cc(Cl)c1OCCCCN(C)C	5.0	495	-0.6%	14	26	i	29	i	45	4.9	3.0	5.0	-1.1	1327	i	0.7	-7	657
CC(=O)NS(=O)(=O)c1ccc2c(c1)C(=O)c1cc(S(=O)(=O)NC(C)=O)ccc1-2	/	/	-0.1%	/	/	/	/	i	22	/	/	/	/	/	i	1.6	-35	783
CC(C)C(=O)Nc1ccc(NC(=S)NC(=O)c2ccc([N+](=O)[O-])cc2)cc1	0.2	1362	0.0%	4	-27	i	-5	i	27	1.8	1.8	7.7	-0.34	1674	i	1.6	/	/
N#Cc1ccc(NC(=O)CNc2cc(S(=O)(=O)N3CCOCC3)ccc2NCC2CCCO2)cc1 (stereo unspecified)	-3.5	1077	1.1%	-11	3	i	7	i	26	3.2	3.1	7.8	-2	911	i	0.5	-13	645
O=C(CSCc1nc2ccccc2[nH]1)Nc1ccc2ccccc2c1	0.0	1397	-0.4%	2	0	i	44	i	8	0.9	2.6	7.7	-0.91	1494	i	7.3	/	/
O=C(COC(=O)CCCc1nc2ccccc2s1)Nc1ncc(Cl)cc1Cl	0.3	1081	-0.2%	13	-3	i	12	i	52	2.9	2.1	5.0	-0.05	1486	i	0.3	-11	655
COc1ccc(S(=O)(=O)Nc2ccc(O)c(Sc3ncn[nH]3)c2)cc1	-3.0	1164	0.7%	16	4	i	-1	i	25	1.4	1.7	3.1	0.68	1147	i	0.9	-7	744
O=C(Nc1nnc(-c2ccncc2)s1)C1CCCO1 (stereo unspecified)	0.5	959	0.3%	-1	4	i	8	i	17	2.0	2.0	6.7	0.07	1613	i	4.9	-13	700
COc1cc(-c2nc(CN(C)C(C)c3ccncn3)c(C)o2)ccc1F (stereo unspecified)	1.7	978	-0.7%	17	19	i	18	i	56	5.9	1.0	6.2	0.83	1454	i	0.6	-2	742
O=C(O)c1ccc(/C=C2\SC(=S)N(Nc3ccccc3)C2=O)cc1	0.2	1324	-0.2%	/	/	/	/	i	23	/	/	/	0.94	952	i	0.1	10	749
Cc1cc(Cl)ccc1OCCCC(=O)N1CCCCC1	/	/	-0.3%	6	15	i	-4	i	50	2.2	2.1	9.7	/	/	i	0.8	2	828
COc1cccc(-n2nnc3c(=O)n(CC(=O)N4CCCc5ccccc54)cnc32)c1	-1.0	814	0.4%	20	-5	i	9	i	46	3.5	1.8	4.8	-0.26	1392	i	7.9	/	/
Cc1ccc(S(=O)(=O)N2CCCCC2)cc1NC(=O)C1CCCO1 (stereo unspecified)	-2.4	1059	0.7%	4	-8	i	-1	i	58	2.7	2.8	7.7	0.12	1290	i	0.0	8	661

Some of these compounds in order of the MT stabilize HCS Hoechst-high % value, falling.
structure	MT stabilize HCS Hoechst-high %
Cc1sc2nc(CSc3ccccc3)nc(N3CCN(C)CC3)c2c1C	3.3
N#Cc1ccc(NC(=O)CNc2cc(S(=O)(=O)N3CCOCC3)ccc2NCC2CCCO2)cc1 (stereo unspecified)	3.1
Cc1cc(Cl)cc(Cl)c1OCCCCN(C)C	3.0
